MCL1-BIM inh: disrupts human MCL1 binding to BIM-BH3 peptide; inhibition, % at 10.9 µM; GST-MCL1 / FITC-Bim-BH3 fluorescence polarization; 320,000 tested, 0.68% active; Q07820;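 active = inhibition above the mean inhibition of all tested compounds plus 3 SD, set per campaign, cut at about 40% in these data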;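 also: 0% = DMSO wells and 100% = unlabeled Bim-BH3 peptide control; higher means more loss of mP so more displacement of Bim peptide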
Yeast superoxide: lowers age-related superoxide in aged yeast cells | AID 2690 | superoxide response (% of plate mean), % at 10 µM | S. cerevisiae aged cells, superoxide DHE fluorescence; active compounds read low | 330,000 tested, 0.18% active;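 active = superoxide response under a set limit, about three screen SD below normal, cut at about 65% in these data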;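 also: yeast aged for seven days with compound at 30 °C before DHE staining; 100% = average MFI of all compound-treated wells on the plate with controls excluded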
GRK2 aptamer HTS: inhibitors of human GRK2 displacing RNA aptamer | bead flow cytometry, FAM-aptamer displacement from GRK2 | AID 488847 | 330,000 tested, 0.59% active | inhibition of aptamer binding, % at 10 µM | P25098;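 active = inhibition of aptamer binding above 40%, roughly 3 SD of noise, on plates passing a quality check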;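 also: median bead fluorescence of bound FAM aptamer so fluorescent compounds give negative values; no value below 0 was filed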
Target sequence (P25098 whole entry, looked up): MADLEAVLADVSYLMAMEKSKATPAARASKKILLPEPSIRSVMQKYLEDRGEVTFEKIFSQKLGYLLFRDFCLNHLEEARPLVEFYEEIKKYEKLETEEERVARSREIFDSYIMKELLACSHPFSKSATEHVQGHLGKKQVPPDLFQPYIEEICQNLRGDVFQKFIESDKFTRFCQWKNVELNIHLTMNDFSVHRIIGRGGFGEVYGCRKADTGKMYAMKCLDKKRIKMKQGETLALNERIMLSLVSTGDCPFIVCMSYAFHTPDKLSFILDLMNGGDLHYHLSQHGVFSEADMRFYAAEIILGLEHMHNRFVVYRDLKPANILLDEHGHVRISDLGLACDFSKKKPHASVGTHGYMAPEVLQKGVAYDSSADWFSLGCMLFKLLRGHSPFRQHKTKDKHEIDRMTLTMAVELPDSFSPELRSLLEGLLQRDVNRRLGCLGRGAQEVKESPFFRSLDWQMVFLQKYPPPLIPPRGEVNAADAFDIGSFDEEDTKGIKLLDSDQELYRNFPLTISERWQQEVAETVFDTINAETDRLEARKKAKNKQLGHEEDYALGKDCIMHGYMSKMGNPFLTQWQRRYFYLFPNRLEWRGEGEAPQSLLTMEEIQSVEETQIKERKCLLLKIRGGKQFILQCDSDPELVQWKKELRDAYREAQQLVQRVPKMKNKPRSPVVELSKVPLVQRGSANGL
VLA-4 inh: inhibition in a human VLA-4 binding assay; inhibition, % (about 7 µM as worked out from the volumes in the protocol); P13612; VLA-4 expressing cells, ligand binding flow cytometry; 330,000 tested, 0.2% active; in the data active = inhibition above about 50%
CIT2 TOR yeast: modulators of TOR pathway CIT2-GFP in S. cerevisiae | S. cerevisiae CIT2-GFP strain, flow cytometry, 3 h; 100 means same as DMSO wells | GFP response vs DMSO, % at 10 µM | 320,000 tested, 0.065% active | AID 2029;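 active = GFP response relative to DMSO above a set limit, near the screen mean plus 3 SD, cut at about 150% in these data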;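 also: ratio of well median GFP fluorescence to mean of DMSO wells on the plate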
MEX-5 binding: C. elegans MEX-5 TCR-2 RNA binding activity | activity score (negative = inhibition of binding), % at 10 µM | Q9XUB2 | MEX-5/FITC-TCR2 RNA binding, fluorescence polarization; active compounds read low | 300,000 tested, 0.38% active;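 active = inhibition past about -25% in most replicates, and total fluorescence under double the plate's negative control median, limit read from the data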;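 also: 0% = DMSO and -100% = 5 µM competing unlabeled TCR2 RNA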
AGP1-GFP MLPCN: alters AGP1-GFP fluorescence in TOR pathway yeast screen; S. cerevisiae AGP1-GFP multiplex flow cytometry, 3 h; GFP as percent of DMSO wells; GFP response vs DMSO, % at 10 µM; 320,000 tested, 0.02% active;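 active = GFP response relative to DMSO above a set limit, near screen average plus 3 SD, cut at about 150% in these data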;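 also: median GFP channel fluorescence of the gated AGP1 strain per well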
GLD-1 RNA inh: GLD-1-TGE RNA interaction inhibition (C. elegans) | inhibition, % at 5.96 µM | Q17339 | purified GLD-1 + fluorescein TGE RNA, fluorescence polarization | 320,000 tested, 0.44% active;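 active = percent inhibition above a per-plate cutoff, the plate mean of test compounds plus 3 SD, cut at about 30% in these data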;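 also: 0% = DMSO wells with GLD-1 and probe and 100% = wells lacking GLD-1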
BCLXL inh: blocks human Bcl-xL binding to Bim BH3 peptide; Q07817; GST-Bcl-xL / FITC-Bim BH3 peptide fluorescence polarization; inhibition, % at 10.9 µM; 320,000 tested, 0.7% active; AID 2129;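 active = inhibition above the mean of all tested compounds plus 3 SD, cutoff set per campaign, cut at about 30% in these data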;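 also: 0% = DMSO wells and 100% = unlabeled Bim-BH3 peptide competitor; inhibitors lower millipolarization by displacing the labeled peptide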
Target sequence (Q07817 whole entry, looked up): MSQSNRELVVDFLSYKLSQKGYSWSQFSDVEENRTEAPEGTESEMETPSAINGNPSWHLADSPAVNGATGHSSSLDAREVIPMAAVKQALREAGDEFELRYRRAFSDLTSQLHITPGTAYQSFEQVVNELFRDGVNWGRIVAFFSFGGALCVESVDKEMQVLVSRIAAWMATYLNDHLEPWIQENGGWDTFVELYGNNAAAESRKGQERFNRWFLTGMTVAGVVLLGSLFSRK
Active calls of the source: *; i = inactive; . = no result given.

smiles	VLA-4 inh	MCL1-BIM inh	Yeast superoxide	MEX-5 binding	CIT2 TOR yeast	BCLXL inh	GRK2 aptamer HTS	GLD-1 RNA inh	AGP1-GFP MLPCN
Cc1ccccc1NCC(=O)c1ccc(Br)cc1	6	3	96	2.0	100	4	5	1	102
Cc1ccc(S(=O)(=O)Nc2ccc3c(c2)CC(=O)N([C@H](C)CO)C[C@H](C)[C@H](CN(C)Cc2ccc4c(c2)OCO4)O3)cc1	10	.	87	.	97	.	10	6	105
CN(CC(=O)Nc1cccc2c1CCCC2)S(=O)(=O)c1ccc(Br)cc1	-8	-3	110	0.2	101	5	1	3	101
COC(=O)C1=C(C)NC(=O)NC1c1cccc(OC)c1OCc1ccccc1 (centres undefined)	0	2	113	-3.9	95	1	1	-11	97
Cc1cc(C)c(C)c(OCc2nc(-c3cccnc3)no2)c1	-6	-2	97	0.1	106	-3	0	5	107
O=C(NC1CCCCCC1)c1cc2n(n1)C(C(F)(F)F)CC(c1ccco1)N2 (centres undefined)	-2	4	114	-0.3	108	5	0	9	100
COc1ccc(C)cc1NC(=O)c1ccccc1NS(=O)(=O)c1ccc(Cl)s1	14	9	118	2.0	95	2	0	7	92
N#CC1=C(S)N(c2ccccc2)C2(CCCCC2)NC1=O	5	8	109	1.4	84	7	0	2	88
CC(C)(C)c1cc(CCC(=O)NNC(=S)NC(=O)c2ccccc2)cc(C(C)(C)C)c1O	-7	11	95	-4.8	107	10	3	2	96
O=C(NCCc1ccc(Cl)cc1)c1ccc(Br)s1	-2	-2	107	1.6	102	3	3	-1	98
COC(=O)c1ccc(NC(=O)C(C)Oc2ccccc2)cc1 (centres undefined)	-3	9	105	1.5	110	8	1	2	106
CCOC(=O)c1c(CC(C)C)csc1NC(=O)COC(=O)c1cc(OC)c(OC)cc1[N+](=O)[O-]	-6	7	115	-0.4	117	3	0	5	117
CCN(CC(=O)Nc1c(F)cccc1F)C(=O)C1CC(=O)N(CCc2ccc(OC)c(OC)c2)C1 (centres undefined)	-2	1	107	.	98	0	0	6	97
S=c1[nH]ncn1NCc1cccc(Br)c1	3	-21	99	-0.6	95	-5	9	-4	94
Cc1nnc(SCC(=O)Nc2cc(S(=O)(=O)N3CCCC3)ccc2Cl)s1	2	1	107	0.6	108	6	2	-7	104
CC(C)Oc1cccc(-c2cc(C(=O)NC(=S)N(C)c3ccccc3C(=O)O)c3ccccc3n2)c1	17	12	125	1.1	98	3	2	6	98
CC(C)[C@H](NC(=O)c1ccccc1Cl)C(=O)Nc1ccc(S(=O)(=O)Nc2nccs2)cc1	13	.	97	.	93	.	0	0	97
CCCn1c(C)cc(/C=C(\C#N)C(=O)OCC(=O)Nc2cccc(S(N)(=O)=O)c2)c1C	4	-3	91	.	100	1	1	8	100
COc1ccc(N2CCN(S(=O)(=O)CCNC(=O)C(C)Oc3ccccc3)CC2)cc1 (centres undefined)	0	3	100	-0.8	110	4	0	-3	114
COC(=O)C1=C(O)/C(=C\c2ccc(CNC(=O)C(=O)Nc3ccc(C)c(C)c3)o2)N=C1C	-6	28	119	-11	94	18	0	8	97
CCCC(=O)Nc1ccc2c(c1)nc(CCN1CCN(c3ccccn3)CC1)n2C	5	.	103	0.3	106	.	1	.	104
Cn1nc(Cc2n[nH]c(=S)n2C)c2ccccc2c1=O	5	-7	81	1.7	110	-9	5	6	110
Cc1cccn2c(=O)nc(SCC(=O)NCc3ccco3)nc12	8	5	98	-0.7	101	5	5	1	112
CC(C)CN(C(=O)COC(=O)CCC(=O)c1ccc(Cl)cc1)c1c(N)n(Cc2ccccc2)c(=O)[nH]c1=O	-1	2	104	3.1	107	-1	0	-5	105
CCCCCn1c(CN2CCN(c3cccc(Cl)c3)CC2)nc2c1c(=O)[nH]c(=O)n2C	8	0	106	0.9	.	-2	0	7	101
O=C(CCNS(=O)(=O)c1ccc2[nH]c(=O)oc2c1)Nc1cccc(Br)c1	9	4	101	-0.5	100	4	0	3	105
O=C(O)CCCCCNC(=O)c1ccccc1Br	26	10	85	1.9	100	9	1	6	99
CC(Oc1cccnc1[N+](=O)[O-])C(=O)Nc1cccc(Cl)c1 (centres undefined)	0	8	113	.	85	2	2	11	89
O=C(NCCN1CCCC1=O)C1CCC(=O)N(CCc2cccc(F)c2)C1 (centres undefined)	-11	2	108	3.7	105	4	3	10	102
CN(C)S(=O)(=O)c1ccc(C(=O)NCc2nnc(SCC(=O)Nc3ccc(F)cc3)n2-c2ccc(F)cc2)cc1	6	-12	100	1.9	113	-3	0	10	110
COc1ccc(-c2noc(N3CCC(C(=O)Nc4ccccc4OC)CC3)n2)cc1	21	-4	121	-0.7	106	1	0	0	97
O=C(Cn1cnc2ccc(Br)cc2c1=O)c1cccs1	-3	-4	108	0.8	100	1	0	8	110
O=C(Cn1cnc2ccccc2c1=O)c1cccs1	-2	3	97	1.4	98	0	0	1	93
O=C(NC1CCCc2ccccc21)c1cccnc1 (centres undefined)	0	4	104	0.1	99	2	2	0	103
c1ccc(SCc2nc3ccccc3[nH]2)cc1	2	-4	85	-0.8	111	-3	0	-2	116
O=C(Cn1c(=O)c2cccn2c2ccc(F)cc21)NCCCN1CCN(c2ccccc2F)CC1	2	12	i	-0.1	117	9	0	0	118
CN(C)c1ccc(/C=N/NC(=O)CCc2c[nH]c3ccccc23)cc1	7	18	119	-0.9	99	4	2	7	94
CN(C)CCCN=Cc1c(O)n(Cc2ccc3c(c2)OCO3)c(=O)c2ccccc12	5	0	97	2.4	95	0	0	1	98
Cc1ccc(-c2nc(S(=O)(=O)c3ccc(F)cc3)c(SCC(=O)NCC3CCCO3)o2)cc1 (centres undefined)	5	-10	110	0.6	97	-14	2	-4	99
COc1ccc(NC(=O)CCC(=O)c2ccc(C(C)C)cc2)cc1	-2	.	105	0.7	104	.	1	.	94
O=C(NCCCN1CCCC1=O)c1ccc(Cl)c(S(=O)(=O)N2CCCCC2)c1	18	2	123	.	82	-1	2	4	100
COc1ccccc1N1C(=NC(=O)CCc2ccccc2)SC2CS(=O)(=O)CC21 (centres undefined)	5	-1	84	0.3	94	4	2	3	30
COc1ccc(/C=C/C(=O)NC(=S)NNC(=O)Cc2cccs2)cc1	14	-2	58*	-0.9	95	-3	0	-2	97
CCOC(=O)CCc1c(C)nc(SCC(=O)O)c(C#N)c1C	4	3	103	-4.0	89	-4	2	2	103
CCC[C@@H](CNC)NC[C@H](Cc1ccccc1)NCCCCc1ccccc1	42	5	107	-1.3	91	1	0	-3	89
COCCn1c(=NC(=O)c2cc3ccccc3oc2=O)sc2cc(S(N)(=O)=O)ccc21	4	2	98	2.8	101	8	0	3	105
COc1cccc(C=Nc2ccc(C)c(F)c2)c1O	-2	8	89	-1.1	90	4	2	9	120
Cc1ccc(Cl)cc1N1CCN(C(=O)CN(c2ccccc2)S(=O)(=O)N(C)C)CC1	12	8	114	-2.1	100	5	11	11	103
COc1cc2c(cc1OC)C(c1cccs1)N(C(=O)c1cccc(S(=O)(=O)N(C)C)c1)CC2 (centres undefined)	-6	2	116	-1.0	102	9	1	0	105
CCCCNC(=O)c1ccccc1NC(=O)C1=C(C)OCCS1	1	-2	90	1.3	101	3	0	6	99
COc1ccc(NC(=O)/C(=C\c2ccc3c(c2)OCO3)NC(C)=O)cc1	9	-4	93	-1.9	98	-4	1	4	90
O=C(CCn1c(=O)sc2ccccc21)NCc1ccccc1	-8	1	73	1.4	103	3	1	0	100
O=C(COC(=O)CNC(=O)c1ccccc1Cl)Nc1ccccc1Cl	0	0	101	.	99	3	0	0	95
COC(=O)c1scc(C#N)c1N/N=C(\C#N)S(=O)(=O)c1ccc(Cl)cc1	-6	-3	118	0.7	.	4	1	-1	.
Cc1cccc([C@@H]2[C@@H]3C(=O)N(Cc4ccccc4)C(=O)[C@@H]3[C@]3(Cc4ccc(Cl)cc4)C(=O)N(c4cccc(Cl)c4)C(=O)N23)c1	14	6	101	0.2	113	2	0	2	96
CCOC(=O)/C=C1\SCC(=O)N1CC(=O)NCc1ccc(OC)c(OC)c1	4	-2	103	1.7	98	-2	95*	9	99

Next section.
smiles	VLA-4 inh	MCL1-BIM inh	Yeast superoxide	MEX-5 binding	CIT2 TOR yeast	BCLXL inh	GRK2 aptamer HTS	GLD-1 RNA inh	AGP1-GFP MLPCN
CC(C)c1ccc(NC(=O)C2CC3CCC2C3)cc1 (centres undefined)	9	-2	94	0.8	98	0	2	10	103
O=C(Nc1cccc(S(=O)(=O)C(F)F)c1)c1ccc(S(=O)(=O)N2CCOCC2)cc1	0	5	89	-0.6	113	7	2	5	109
CC(C)(C)c1ccc(C(=O)NCC(=O)N/N=C/c2ccccc2OCC(=O)O)cc1	-5	1	94	-1.0	103	-5	2	5	98
COc1ccc(CCNC(=O)c2cnn(-c3ccc(C)c(C)c3)c2NC(=O)c2ccco2)cc1OC	-11	3	96	0.8	106	7	0	4	109
COc1ccc(/C=C/CN2CCN(Cc3ccccc3)C(CCO)C2)cc1 (centres undefined)	0	2	130	2.7	85	2	0	3	97

11 of these compounds in a different format:
Under each structure: VLA-4 inh | MCL1-BIM inh | Yeast superoxide | MEX-5 binding | CIT2 TOR yeast | BCLXL inh | GRK2 aptamer HTS | GLD-1 RNA inh | AGP1-GFP MLPCN
> COc1ccc(NC(=O)/C(=C\c2ccc3c(c2)OCO3)NC(C)=O)cc1
 : 9 | -4 | 93 | -1.9 | 98 | -4 | 1 | 4 | 90
> O=C(CCn1c(=O)sc2ccccc21)NCc1ccccc1
 : -8 | 1 | 73 | 1.4 | 103 | 3 | 1 | 0 | 100
> O=C(COC(=O)CNC(=O)c1ccccc1Cl)Nc1ccccc1Cl
 : 0 | 0 | 101 | . | 99 | 3 | 0 | 0 | 95
> COC(=O)c1scc(C#N)c1N/N=C(\C#N)S(=O)(=O)c1ccc(Cl)cc1
 : -6 | -3 | 118 | 0.7 | . | 4 | 1 | -1 | .
> Cc1cccc([C@@H]2[C@@H]3C(=O)N(Cc4ccccc4)C(=O)[C@@H]3[C@]3(Cc4ccc(Cl)cc4)C(=O)N(c4cccc(Cl)c4)C(=O)N23)c1
 : 14 | 6 | 101 | 0.2 | 113 | 2 | 0 | 2 | 96
> CCOC(=O)/C=C1\SCC(=O)N1CC(=O)NCc1ccc(OC)c(OC)c1
 : 4 | -2 | 103 | 1.7 | 98 | -2 | 95* | 9 | 99
> CC(C)c1ccc(NC(=O)C2CC3CCC2C3)cc1 (centres undefined)
 : 9 | -2 | 94 | 0.8 | 98 | 0 | 2 | 10 | 103
> O=C(Nc1cccc(S(=O)(=O)C(F)F)c1)c1ccc(S(=O)(=O)N2CCOCC2)cc1
 : 0 | 5 | 89 | -0.6 | 113 | 7 | 2 | 5 | 109
> CC(C)(C)c1ccc(C(=O)NCC(=O)N/N=C/c2ccccc2OCC(=O)O)cc1
 : -5 | 1 | 94 | -1.0 | 103 | -5 | 2 | 5 | 98
> COc1ccc(CCNC(=O)c2cnn(-c3ccc(C)c(C)c3)c2NC(=O)c2ccco2)cc1OC
 : -11 | 3 | 96 | 0.8 | 106 | 7 | 0 | 4 | 109
> COc1ccc(/C=C/CN2CCN(Cc3ccccc3)C(CCO)C2)cc1 (centres undefined)
 : 0 | 2 | 130 | 2.7 | 85 | 2 | 0 | 3 | 97

Screens (PubChem)
